RGS4-Gao reg – human RGS4-Galphao interaction regulation; Multiplexed bead flow cytometry, RGS4-Galphao binding; actives lie on both sides; binding response (% of control), % at 10 µM; P09471; 220,000 compounds, 0.33% hits; in the data active = binding response below about 49% or above about 150%; inactive = in between;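 note: fluorescent Galphao activated with aluminum fluoride binding bead-coupled RGS4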
Mcl1-Bid inh – disrupts binding of human Mcl-1 to Bid peptide | TR-FRET Mcl-1/Bid-Dy647 peptide binding, 1536-well | 220,000 compounds, 0.97% hits | inhibition, % at 21.7 µM | Q07820;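 active = compounds that cut the binding signal by more than half at the single screening dose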;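 note: His-tagged Mcl-1 with europium anti-His antibody binding Bid BH3 peptide; 0% = Mcl-1 plus peptide wells and 100% = peptide-only wells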
Target sequence (Q07820 whole entry, looked up): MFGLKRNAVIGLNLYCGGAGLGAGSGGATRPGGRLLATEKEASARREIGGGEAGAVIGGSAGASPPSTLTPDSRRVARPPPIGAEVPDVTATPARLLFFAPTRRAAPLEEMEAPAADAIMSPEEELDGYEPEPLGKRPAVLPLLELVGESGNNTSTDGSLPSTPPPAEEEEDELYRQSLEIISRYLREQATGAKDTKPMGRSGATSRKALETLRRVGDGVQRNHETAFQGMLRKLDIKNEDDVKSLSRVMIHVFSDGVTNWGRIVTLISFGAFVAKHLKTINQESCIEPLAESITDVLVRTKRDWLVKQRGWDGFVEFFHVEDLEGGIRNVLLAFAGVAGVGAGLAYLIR
Bcl-W Bim block – human Bim-Bcl-W interaction inhibition. Q92843. bead-based flow cytometry, Bim peptide-Bcl-W binding. inhibition, % at 10 µM. 190,000 compounds, 0.02% hits. AID 952;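 note: 0% = bound tracer without compound and 100% = peptide blocker; higher means less fluorescent Bim peptide bound to Bcl-W beads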
Target sequence (Q92843 whole entry, looked up): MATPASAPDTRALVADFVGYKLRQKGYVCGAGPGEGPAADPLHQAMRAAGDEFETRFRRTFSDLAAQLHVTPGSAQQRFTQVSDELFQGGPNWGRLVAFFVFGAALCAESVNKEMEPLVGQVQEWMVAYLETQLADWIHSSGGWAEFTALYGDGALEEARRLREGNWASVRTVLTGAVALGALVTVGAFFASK
RGS8-Gao reg – regulators of human RGS8-Galphao interaction; P09471; multiplexed bead flow cytometry, RGS8-Galphao binding; actives lie on both sides; AID 1423; 220,000 compounds, 0.34% hits; response (percent of control binding), % at 10 µM; in the data active = response below about 60% or above about 140%; inactive = in between;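 note: Galphao activated as the GDP aluminium fluoride complex binding bead-coupled RGS8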
GSH bead fluor – compound fluoresces at 488/530 nm on GSH beads; GSH beads flow cytometry, compound fluorescence 488/530 nm; hits give high values; fluorescence (KMESF) at 10 µM; 190,000 compounds, 0.25% hits; AID 1776; in the data active = fluorescence above about 89;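 note: glutathione beads carrying GST-tagged Bcl family fusion proteins plus one bare bead set; values are compound well signal with DMSO vehicle wells as background; inactives centre near 16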
RGS7-Gao reg – regulators of human RGS7-Galphao interaction. P09471. Multiplexed bead flow cytometry, RGS7-Galphao binding; actives lie on both sides. binding response (% of control), % at 10 µM. 220,000 compounds, 0.35% hits; in the data active = binding response below about 49% or above about 150%; inconclusive = no clear call, values can overlap the other calls; inactive = in between;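 note: fluorescent Galphao held in activated GDP-AlF4 state binding bead-coupled RGS7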
Bim-Bcl-XL – inhibitors of Bim-Bcl-XL interaction, human; Bim peptide-Bcl-XL binding, bead flow cytometry, fluorescence; inhibition, % at 10 µM; 190,000 compounds, 0.04% hits; AID 1007
Target sequence (Q07817 whole entry, looked up): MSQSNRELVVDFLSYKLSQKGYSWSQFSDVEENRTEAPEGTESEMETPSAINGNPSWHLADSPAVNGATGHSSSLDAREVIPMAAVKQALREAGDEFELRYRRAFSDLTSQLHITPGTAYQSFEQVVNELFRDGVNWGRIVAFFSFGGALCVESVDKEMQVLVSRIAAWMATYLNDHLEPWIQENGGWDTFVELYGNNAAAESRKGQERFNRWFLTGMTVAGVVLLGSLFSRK
Bim-Mcl-1 – inhibitors of Bim-Mcl-1 interaction, human; Q07820; AID 1009; inhibition, % at 10 µM; Bead-based flow cytometry, Bim peptide-Mcl-1 binding; 190,000 compounds, 0.1% hits;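 note: 0% = no compound tracer wells and 100% = peptide blocker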
Bfl-1 Bim block – disrupts Bim binding to human Bfl-1; 190,000 compounds, 0.12% hits; inhibition, % at 10 µM; AID 1008; Bead-based flow cytometry, Bim-Bfl-1 binding inhibition; Q16548;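 note: 0% = wells without compound plus tracer and 100% = blocker peptide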
Bcl-2 Bim block – inhibitors of Bim-Bcl-2 interaction, human | Bead-based flow cytometry, Bim peptide-Bcl-2 binding | 190,000 compounds, 0.06% hits | inhibition, % at 10 µM | P10415; in the data active = inhibition above about 40%; inconclusive = no clear call, values can overlap the other calls;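 note: 0% = no compound wells with probe peptide and 100% = reference peptide inhibitor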
Bcl-B Bim block – inhibitors of Bim-Bcl-B interaction, human; AID 951; inhibition, % at 10 µM; bead-based flow cytometry, Bim peptide-Bcl-B binding; 190,000 compounds, 0.073% hits;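 note: 0% = tracer peptide without compound and 100% = reference inhibitor peptide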
* = called active by the depositor; ? = inconclusive; . = no result given. Cut-off read from the data, not from the text of the source, unless noted: active = inhibition above about 40%. Random draw from the library. Share with any hit: about 1.8%.

RGS4-Gao reg	Mcl1-Bid inh	Bcl-W Bim block	RGS8-Gao reg	GSH bead fluor	RGS7-Gao reg	Bim-Bcl-XL	Bim-Mcl-1	Bfl-1 Bim block	Bcl-2 Bim block	Bcl-B Bim block	Structure
95	-47	-2	89	6	100	0	0	1	-2	-1	O=C(COc1ncnc2sccc12)N1CCc2ccccc2C1
98	-27	-6	98	22	97	-5	-7	0	0	-5	CC(C)(C)c1ccc(-c2cc(N)n[nH]2)cc1
104	-10	-5	103	13	102	-9	-4	-2	-6	-9	Cc1ccc(/C=N/n2c(=O)c(C(C)(C)C)nn3cnnc23)cc1
98	-12	1	97	33	94	-8	0	-12	-9	-6	C/C(=C\c1ccco1)C1C(C#N)=C(N)OC2=C1C(=O)CC(C)(C)C2 (configuration not stated)
100	10	0	100	10	104	0	3	-4	-1	-2	COCCCNCC(O)COc1ccccc1F (configuration not stated)
101	-22	0	98	20	102	0	2	7	2	5	Cc1cccc(-n2cnc(C(=O)NNC(=S)Nc3ccc(Cl)cc3)c2)n1
98	-40	-5	99	13	?	-6	-4	-5	-7	-14	C=CCNC(=S)Nc1ccc(Cl)c(S(=O)(=O)N2CCOCC2)c1
68	5	-4	100	66	68	-3	-1	-2	0	-3	CCSc1nnc(NC(=O)[C@@H](NC(=O)c2ccccc2F)C(C)C)s1
100	-23	-2	101	11	100	-2	-6	-8	-5	-10	CCOC(=O)c1ccc(NC(=S)N2CCCC2c2ccc(OC)c(OC)c2)cc1 (configuration not stated)
98	-12	-2	100	36	99	-5	-2	-16	-9	-9	COc1ccccc1C(=O)NCc1ccncc1
99	-7	-6	99	9	98	-10	-4	-7	-4	-9	O=C(Nc1ccc(Cl)cc1C(=O)N1CCOCC1)c1cccc([N+](=O)[O-])c1
93	2	-3	100	10	88	-5	-4	-1	0	-7	CN1CCN(NC(=O)c2cccc3ccccc23)CC1
102	-10	-1	102	5	100	0	-1	1	5	-4	CCCc1nc2sc3c(=O)n(N)cnc3c2c2c1CCCC2
98	-15	-1	103	13	97	-1	0	1	-1	-1	COCc1nnc(N)s1
99	33	-6	105	13	97	-8	-7	-2	-4	-16	O=C(Cn1c2ccccc2c(=O)c2ccccc21)Nc1ccccc1F
102	-10	0	101	10	109	-5	-2	-3	-2	-2	N#Cc1ccccc1NC(=O)CC1CCCCC1
104	-20	-1	95	3	109	-5	0	4	-2	-11	CCOc1ccc(-c2nc(=S)[nH][nH]2)cc1
104	-8	-1	103	6	102	-2	0	0	2	-3	Cc1cc(Nc2c(C)n(C)n(-c3ccccc3)c2=O)c2ccccc2n1
105	3	-3	106	14	106	-4	-5	-7	17	-8	CC(C)(C)C1CCc2c(sc3nc(SCC(N)=O)nc(N)c23)C1 (configuration not stated)
91	-86	0	97	46	98	-2	.	-4	-3	.	CCN(CC)C(=O)Cn1c(=O)n(C)c2ccccc21

Additional structures.
RGS4-Gao reg	Mcl1-Bid inh	Bcl-W Bim block	RGS8-Gao reg	GSH bead fluor	RGS7-Gao reg	Bim-Bcl-XL	Bim-Mcl-1	Bfl-1 Bim block	Bcl-2 Bim block	Bcl-B Bim block	Structure
110	-9	2	121	7	106	2	0	2	0	0	O=c1[nH]c(CSc2ccccn2)nc2c1cnn2-c1ccccc1
102	-31	5	103	16	106	0	4	-8	0	-6	Cc1cc(OCCOCCN(C)CCO)cc(C)c1Cl
96	-2	-2	102	14	93	-4	-1	-10	-7	-7	c1ccc(-c2cc3nccc(-c4ccccn4)n3n2)cc1
102	5	-2	99	23	99	-2	-1	-2	-1	-1	Cc1[nH]c2ccccc2c1C(=O)/C=C/c1ccccc1
103	-5	0	100	65	103	1	0	-4	-5	-2	CCOc1cccc(C2C(C#N)=C(N)Oc3cc(C)n(Cc4ccccn4)c(=O)c32)c1OCC (configuration not stated)
105	-5	-2	102	11	101	-1	0	-2	-3	0	COCCNC(=O)c1c[nH]c2cc(OC)c(OC)cc2c1=O
102	-24	4	101	12	?	0	3	-2	1	1	CCN1CCc2nc3ccccc3c(C(=O)Nc3ccc(C#N)cc3)c2C1
103	-58	0	101	4	100	-3	0	1	0	-5	CCN(CC)c1ccc(N=Nc2nn(C)c(C)c2[N+](=O)[O-])cc1
96	-41	6	97	18	95	7	9	9	14	16	COc1cccc(NC(=O)c2ccncc2)c1
112	-23	-3	91	8	112	0	-1	0	0	-6	O=C(Nc1cccc(S(=O)(=O)N2CCCCC2)c1)c1c2c(nc3ccccc13)CCN(Cc1ccccc1)C2
98	-8	-5	99	13	104	-8	-7	0	-3	-20	Cc1cc(C)nc(SCCC(=O)N2CCOCC2)n1
97	-87	1	98	15	102	2	0	3	3	0	Nn1cnnc1N/N=C/c1cc(Br)cc(Br)c1O
98	-66	-1	100	9	101	-3	-2	0	-9	-7	O=S(=O)(c1ccc2ccccc2c1)N1CCN(C(=S)Nc2ccc(F)c(Cl)c2)CC1
102	-16	0	102	9	99	-3	0	5	0	-2	O=c1cc(NS(=O)(=O)c2ccccc2)nc(SCc2c(Cl)cccc2Cl)[nH]1
99	-11	-2	101	15	97	0	-1	-2	-2	-2	COc1cc(/C=C2\SC(=Nc3ccc(F)cc3)N(c3ccc(F)cc3)C2=O)ccc1OCC(=O)O
97	-21	-4	98	29	94	-7	-5	-20	-9	-10	COC(=O)c1c(NC(=O)CN2CCN(c3ccccc3)CC2)c2c(C)cccc2n1C
101	-56	3	100	41	98	-6	2	-8	-3	-4	Cc1cc(C(=O)Nc2ccc(S(=O)(=O)Nc3onc(C)c3C)cc2)c(C)o1
102	-33	0	103	22	107	-1	-1	-3	-1	0	COc1ccc(NC(=S)NC(=O)/C=C/c2cccs2)cc1
107	3	0	103	30	108	2	0	-12	-7	-8	Cc1c(C#N)c2ccccc2n1CC(=O)NCC1CCCO1 (configuration not stated)
101	-25	-2	101	15	102	-1	0	-5	-5	-5	Cc1c(N/C=C(\Cl)C(=O)C(F)(F)F)c(=O)n(-c2ccccc2)n1C

The results go on:
RGS4-Gao reg	Mcl1-Bid inh	Bcl-W Bim block	RGS8-Gao reg	GSH bead fluor	RGS7-Gao reg	Bim-Bcl-XL	Bim-Mcl-1	Bfl-1 Bim block	Bcl-2 Bim block	Bcl-B Bim block	Structure
100	-3	-1	103	24	104	-6	-2	-12	-8	-7	CC(=O)c1c(C)nn(C(=O)c2cccs2)c1C
103	-19	-2	104	21	103	2	-1	4	1	4	CCOC(=O)c1nnn(-c2nc(N(C)C)nc(N(C)C)n2)c1C
101	-24	1	99	23	99	-2	-1	1	0	0	CN1CCc2c(sc3c2C(=O)NC(c2ccco2)N3)C1 (configuration not stated)
100	13	3	103	11	102	-1	0	0	.	-11	O=C(Nc1ccc2nc3ccccc3nc2c1)c1ccc(Br)cc1
105	-16	0	103	46	97	0	0	-12	-7	-7	CCn1cc(C(=O)N2CCCCC2)c(=O)c2cc(S(=O)(=O)N3CCC(C)CC3)ccc21
96	-39	3	98	9	97	-1	-5	4	-3	1	O=C(COc1cccc2cccnc12)N1CCc2ccccc21
101	-26	2	103	18	107	-4	-2	-6	-8	-6	CCOC(=O)C1CCN(C(=O)Nc2ccc(OC)c(OC)c2)CC1
104	11	0	101	13	?	3	9	-1	0	-2	O=C1COc2ccc(C(=O)COC(=O)Cc3ccc(Cl)cc3)cc2N1
106	-1	-4	105	16	108	-2	-1	-4	-5	-3	O=C(NCCc1ccc(Cl)cc1)c1cccs1
100	-41	0	98	17	?	-1	0	-5	-1	-2	CSc1ccc(/C=N/N2CCN(C)CC2)cc1
103	-11	0	104	23	103	-4	-1	-7	-6	-8	COc1ccc(-c2nc(CS(=O)CC(=O)NCc3ccco3)c(C)o2)cc1OC (configuration not stated)
105	-13	2	97	27	105	3	2	-3	-5	0	Cc1cc(C(F)(F)F)n2ncc(-c3ccccc3)c2n1
101	-13	0	100	10	100	0	0	-2	-1	-1	Cc1cc(S(=O)(=O)Nc2ccc3c(c2)n(C)c(=O)n3C)ccc1F
98	-27	-1	98	12	96	-3	-1	-8	-6	-6	Cc1cc(=O)[nH]c(N2CCN(C(c3ccccc3)c3ccccc3)CC2)n1
102	-41	3	102	7	98	-2	0	-9	-4	-2	CC(=O)C1=C(O)C(=O)N(CCc2c[nH]c3ccccc23)C1c1ccco1 (configuration not stated)
103	-5	0	100	16	102	-5	0	-9	-5	-7	COC(=O)COc1ccc(S(=O)(=O)NCc2cccnc2)cc1C
87	-21	-4	91	20	84	-3	-1	2	-7	-2	COCC1CCCN(Cc2nc(-c3ccc4c(c3)OCO4)no2)C1 (configuration not stated)
101	-3	-6	98	17	98	-7	-4	-6	-5	1	Cc1ccc(-c2nnn(CC(=O)N(Cc3ccccc3)C(C(=O)NC(C)(C)C)c3ccncc3)n2)o1 (configuration not stated)
101	6	-2	106	8	105	-3	-2	-6	-3	-5	CCCn1c(SCC(=O)NCc2ccc(C)cc2)n[nH]c1=O
102	-1	0	100	30	100	-9	-1	-17	-9	-6	CC(C)CC(=O)Nc1ccc(F)c(Cl)c1
96	-78	0	106	20	97	-1	0	0	-3	-5	O=C(NC(=S)N(Cc1ccccc1)Cc1ccccc1)c1ccccc1F

One compound at a time (already shown).
O=C(Nc1ccc2nc3ccccc3nc2c1)c1ccc(Br)cc1 as listed: RGS4-Gao reg: 100; Mcl1-Bid inh: 13; Bcl-W Bim block: 3; RGS8-Gao reg: 103; GSH bead fluor: 11; RGS7-Gao reg: 102; Bim-Bcl-XL: -1; Bim-Mcl-1: 0; Bfl-1 Bim block: 0; Bcl-2 Bim block: .; Bcl-B Bim block: -11
Cc1cc(C(F)(F)F)n2ncc(-c3ccccc3)c2n1 as listed: RGS4-Gao reg: 105; Mcl1-Bid inh: -13; Bcl-W Bim block: 2; RGS8-Gao reg: 97; GSH bead fluor: 27; RGS7-Gao reg: 105; Bim-Bcl-XL: 3; Bim-Mcl-1: 2; Bfl-1 Bim block: -3; Bcl-2 Bim block: -5; Bcl-B Bim block: 0
